14-3-3 Bad PPI: disrupts binding of bovine 14-3-3 zeta to phospho-Bad peptide. inhibition, % at 21.7 µM. AID 781. 220,000 tested, 0.71% active. P63103. TR-FRET 14-3-3zeta/Dy647-pBad peptide displacement, 1 h;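 active = inhibition above about 70%, limit read from the data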;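 note: 0% = full 14-3-3 plus peptide FRET controls and 100% = background without 14-3-3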
FXIa inh: inhibitors of human coagulation factor XIa. P03951. purified FXIa, Boc-Glu-Ala-Arg-AMC fluorogenic substrate. inhibition, % at 5 µM. 220,000 tested, 0.14% active. AID 798;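 active = inhibition of at least 40%; inactive = inhibition below 40%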;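 note: fluorescence of freed AMC excited at 355 nm; 0% = enzyme without compound and 100% = no enzyme blank; many of its hits are not listed in these tables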
Target sequence (P03951 19-387 limits assumed): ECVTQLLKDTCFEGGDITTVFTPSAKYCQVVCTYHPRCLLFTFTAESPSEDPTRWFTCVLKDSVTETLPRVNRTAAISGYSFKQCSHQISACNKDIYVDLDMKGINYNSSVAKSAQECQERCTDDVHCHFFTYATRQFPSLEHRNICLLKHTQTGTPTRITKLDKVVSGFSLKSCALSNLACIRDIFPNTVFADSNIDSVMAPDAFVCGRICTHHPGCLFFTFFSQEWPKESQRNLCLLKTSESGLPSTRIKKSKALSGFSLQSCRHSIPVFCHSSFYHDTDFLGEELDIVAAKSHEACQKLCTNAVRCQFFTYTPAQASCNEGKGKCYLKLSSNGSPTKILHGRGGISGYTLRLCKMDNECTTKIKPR
Target sequence (P03951 388-625 limits assumed): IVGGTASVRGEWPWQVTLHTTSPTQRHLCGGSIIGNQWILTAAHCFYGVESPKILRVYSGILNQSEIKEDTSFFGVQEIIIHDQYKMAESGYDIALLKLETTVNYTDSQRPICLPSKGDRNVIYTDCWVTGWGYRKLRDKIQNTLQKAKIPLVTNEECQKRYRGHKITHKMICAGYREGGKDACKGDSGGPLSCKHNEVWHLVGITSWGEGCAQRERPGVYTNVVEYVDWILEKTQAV
FXIIa inh 1536: inhibitors of human coagulation factor XIIa | purified FXIIa, Boc-QGR-AMC fluorogenic substrate, 2 h | P00748 | inhibition, % at 5 µM | 220,000 tested, 0.3% active; in the data active = inhibition above about 40%;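 note: 0% = enzyme with no compound and 100% = blank without enzyme; many of its hits are not listed in these tables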
Runt-CBFb FRET: inhibitors of human RUNX1 Runt domain binding to CBFb. Q01196+Q13951. Cerulean-Runt/Venus-CBFb FRET ratio 530/480, 1 h. inhibition, % at 20 µM. 220,000 tested, 0.46% active;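 active = inhibition over about 50% at 20 µM in the single-dose screen, limit read from the data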;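 note: 0% = DMSO wells and 100% = excess unlabeled CBFb competitor control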
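test system = Cerulean-tagged RUNX1 Runt domain (FRET donor) fusion protein | reagent = Venus-CBFb binding partner, 100 nM | incubation = protein complex preformed 1 h, compound exposure 1 h, room temperature, dark | detection = FRET fluorescence | read-out basis = loss of energy transfer signal | controls = 5 µM unlabeled CBFb as full-inhibition high control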
Hck-Nef inh: blocks Nef-activated human Hck kinase; P08631; Recombinant Hck-YEEI plus Nef, Z-Lyte FRET kinase assay; inhibition, % at 20 µM; 220,000 tested, 0.68% active; AID 463187;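 active = Hck-Nef kinase inhibition above about 50%, limit read from the data; inactive = inhibition below that limit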;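 note: 0% = DMSO with Hck plus Nef and 100% = Hck alone without Nef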
hK5 inh: blocks human kallikrein 5 protease activity | recombinant hK5, fluorogenic AMC substrate cleavage | inhibition, % at 5 µM | 210,000 tested, 0.59% active | AID 873;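 active = inhibition of 40% or more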;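 note: 0% = enzyme controls without compound and 100% = no-enzyme blanks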
Target sequence (Q9Y337 67-293 limits assumed): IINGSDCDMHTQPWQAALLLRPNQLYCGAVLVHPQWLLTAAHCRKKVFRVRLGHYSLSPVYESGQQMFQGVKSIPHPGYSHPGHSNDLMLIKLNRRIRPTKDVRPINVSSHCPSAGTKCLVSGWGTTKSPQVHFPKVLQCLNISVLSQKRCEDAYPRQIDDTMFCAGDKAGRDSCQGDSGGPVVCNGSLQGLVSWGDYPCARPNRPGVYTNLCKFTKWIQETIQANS
thrombin 1536: blocks human thrombin protease activity; 220,000 tested, 0.26% active; alpha-thrombin, Boc-VPR-AMC fluorogenic substrate cleavage; inhibition, % at 5 µM; AID 1046; P00734;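 active = inhibition at or above 40%; inactive = inhibition below 40%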;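 note: 0% = enzyme with no compound and 100% = wells without enzyme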
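Material: human alpha-thrombin protein; Also added: Boc-VPR-AMC substrate, 15 µM final; Timing: enzyme reaction carried out at room temperature; Signal: fluorescence, ex 355 nm, em 460 nm; Measure: % inhibition of thrombin; Controls: enzyme without compound as high, wells lacking enzyme as low.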
Runt-SMMHC FRET: blocks binding of human RUNX1 Runt domain to CBFb-SMMHC; Cerulean-Runt/Venus-CBFb-SMMHC FRET ratio 530/480, 1 h; inhibition, % at 20 µM; 220,000 tested, 0.74% active; AID 1434;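 active = mean inhibition across duplicate retests at 20 µM reaching about 50%, limit read from the data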;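 note: 0% = DMSO wells and 100% = wells with excess untagged CBFb-SMMHC; inhibitors lower the FRET ratio by blocking Runt binding to CBFb-SMMHC; some results filed as inactive read as strong as hits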
Wee1 stabilizer: human Wee1 degradation inhibition, primary screen; HeLa Luc-Wee1K328M stability, luciferase luminescence; 100% = proteasome inhibitor MG132 effect; P30291; 220,000 tested, 1.2% active; reporter increase, % at 5 µM;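 active = activation above the mean of all tested compounds plus 3 SD, set per screening run, cut at about 8.8% in these data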;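 note: cells exposed to compound for 20 h before luminescence read; 0% = DMSO alone and 100% = MG132 at 30 µM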
Active calls of the source: *; · = not tested or not shown; [ ] = remark or other dose.

SMILES	14-3-3 Bad PPI	FXIa inh	FXIIa inh 1536	Runt-CBFb FRET	Hck-Nef inh	hK5 inh	thrombin 1536	Runt-SMMHC FRET	Wee1 stabilizer
CC1CCCN(C(C(=O)Nc2ccc3c(c2)OCO3)c2ccccc2)C1 (centres undefined)	7	3	13	0	1	-3	-2	2	·
O=C(CN(CC1CCCO1)C(=O)CCC(=O)Nc1ccccn1)NCC1CCCO1 (centres undefined)	-1[fluorescence artefact?]	-6	9	2	0	-16	0	5	1
O=C(N/N=C/C=C\c1ccccc1)c1cnccn1	-17	-1	7	2	24	0	2	4	4
O=C(NC(CO)Cc1ccc([N+](=O)[O-])cc1)C(Cl)Cl (centres undefined)	0	-6	0	2	-1	-16	-5	0	-3
Cc1nnc(SCC2=C(C(=O)O)N3C(=O)C(NC(=O)c4cccc(F)c4F)C3SC2)s1 (centres undefined)	0	2	12	3	17	-3	5	-1	0
O=C(COc1cccc(NC(=O)c2cccc([N+](=O)[O-])c2)c1)c1ccc(F)cc1	-9	5	10	0	1	1	-4	2	1
CN1CCN(NC(=O)Nc2cccc(Cl)c2Cl)CC1	0	8	14	1	-5	0	0	3	-4
COc1cc2ccccc2cc1C(=O)Nc1ccccc1N1CCN(S(C)(=O)=O)CC1	0	5	-1	2	1	4	4	1	2
O=C(NNC(=O)C1CCCO1)c1ccc(F)cc1 (centres undefined)	-9	-5	5	3	2	-15	-9	-1	-4
O=c1oc(-c2ccco2)nc2sc3c(c12)CCCCC3	-8	0	5	4	8	-1	1	1	-1
COC(=O)[C@H](CC(C)C)NC(=O)NCCCc1ccccc1	2	-3	3	-1	-14	-4	-3	4	-2
O=C(/C=C/c1cccs1)N1CCN(c2ccccc2F)CC1	17	7	6	-2	3	-4	-5	3	0
COC(=O)C1=C(C)NC(=O)/C1=C\c1cc(C)n(-c2c(C)cccc2C)c1C	-19	1	10	1	-2	10	10	-5	-1
CCCCCN(C(=O)NC(=O)Nc1ccc(C)cc1)S(=O)(=O)c1ccccc1	2[fluorescence artefact?]	10	9	5	1	4	-2	0	4
COc1cc(OC)cc(C(=O)NC(=S)N2CCCCCC2)c1	-24	0	13	3	49	-14	-1	2	0
COC(=O)c1c(-c2ccccc2)csc1N1C(=O)Nc2ccccc2N1O	0	-2	6	0	33	13	1	0	-1
Cc1nn(CC(=O)Nc2ccc(C(=O)N3CCCCC3)cc2)c(=O)c2ccccc12	-1	-8	0	3	1	20	-7	-1	-1
COc1ccc(-n2nnc3c(SCC(=O)Nc4ccc5c(c4)OCCO5)ncnc32)cc1	6	1	-4	4	5	-20	1	7	-2
Clc1ccc(-c2c[n+](Cc3ccc(Cl)c(Cl)c3)c3n2CCC3)cc1	0	1	6	1	5	-7	-2	4	-1
COc1ccc(-c2cc(-c3cccs3)nc(OC)c2C#N)cc1OC	3[fluorescence artefact?]	-2	-2	-2	4	-24	-9	2	-1
CCCOc1ccc(N2C(=O)CC(NCc3cccnc3)C2=O)cc1 (centres undefined)	-7	3	11	-1	18	2	-2	2	-3
CCCOC(=O)c1c(NC(=O)C2C3C=CC(C3)C2C(=O)O)sc2c1CCC(C)C2 (centres undefined)	-2	-2	4	3	20	-2	-9	2	1
COc1ccccc1NC(=O)CSc1nnc(COc2ccc(Cl)cc2)n1Cc1ccco1	3	-2	1	22	1	-3	-3	15	-1
C=C(C)C(=O)Nc1cccc(C2=NOC3(C2)C[C@H](C(N)=O)N(C(=O)CC#N)C3)c1 (some centres undefined)	13	-3	0	4	21	-2	-8	-3	·
CC1(OC(=O)CCc2ccccc2)C(=O)C=C2C=C(c3ccc(C#N)cc3)N(CC3CC3)C=C2C1=O (centres undefined)	-4	6	10	8	37	5	0	8	·
C/C(=N\NC(=S)NCCc1ccccc1)c1cccs1	-7	0	-2	0	-1	-33	-5	4	-2
Cc1cccc(NC(=S)N(CCN2CCOCC2)Cc2cc3cc4c(cc3[nH]c2=O)OCO4)c1	-6	2	8	-31	8	·	4	-30	-3
COc1ccc(C(=O)Cc2ccc(F)cc2)c(OC)c1	-4	8	12	-2	4	-6	-1	4	1
FC(F)(F)c1cc(-c2ccco2)nc(NCCc2ccccc2)n1	-1	-3	8	·	0	11	11	0	0
CN(Cc1nc(CCc2ccccc2)no1)Cc1cccs1	1	-1	4	1	-4	·	-4	0	0

Some entries already given, limited to Runt-CBFb FRET and Hck-Nef inh:
| canonical_smiles | Runt-CBFb FRET | Hck-Nef inh |
| --- | --- | --- |
| CCCOC(=O)c1c(NC(=O)C2C3C=CC(C3)C2C(=O)O)sc2c1CCC(C)C2 (centres undefined) | 3 | 20 |
| C=C(C)C(=O)Nc1cccc(C2=NOC3(C2)C[C@H](C(N)=O)N(C(=O)CC#N)C3)c1 (some centres undefined) | 4 | 21 |
| C/C(=N\NC(=S)NCCc1ccccc1)c1cccs1 | 0 | -1 |
| CC1(OC(=O)CCc2ccccc2)C(=O)C=C2C=C(c3ccc(C#N)cc3)N(CC3CC3)C=C2C1=O (centres undefined) | 8 | 37 |
| COc1ccc(C(=O)Cc2ccc(F)cc2)c(OC)c1 | -2 | 4 |

New compounds follow.
SMILES	14-3-3 Bad PPI	FXIa inh	FXIIa inh 1536	Runt-CBFb FRET	Hck-Nef inh	hK5 inh	thrombin 1536	Runt-SMMHC FRET	Wee1 stabilizer
O=C(Oc1ccc2ccc(OC(=O)N3CCCCCC3)cc2c1)N1CCCCCC1	4	9	8	-2	-1	-7	0	-2	0
CCOCCCNC(=O)c1c(N)n(-c2ccc(S(N)(=O)=O)cc2)c2nc3ccccc3nc12	·	-2	4	35	6	-25	-5	58*	2
Cc1ccc2nc(N/C(N)=N/S(=O)(=O)c3ccc([N+](=O)[O-])cc3)nc(C)c2c1	3	7	7	-1	0	-14	-11	3	-1
O=C(NCC1CC1)NC(=O)c1c(F)cccc1Cl	0	2	4	3	9	-3	-5	-1	0
O=C(CSc1c[nH]c2ccccc12)N1CCOCC1	-7[fluorescence artefact?]	2	18	0	0	10	1	-2	6
Nc1nc(COc2ccc(Cl)cc2)cs1	-13	-2	1	2	0	4	-6	2	1
CC(C)Cc1cc(C(=O)Nc2sc3c(c2C#N)CCC3)no1	5	6	14	-1	1	-13	-3	4	-1
O=C(c1ccco1)N1CCN(C(=O)C(Cc2ccccc2)NS(=O)(=O)c2cccs2)CC1 (centres undefined)	2	3	13	0	0	-3	-3	-4	-1
COc1cc([N+](=O)[O-])ccc1NC(=O)NCc1ccco1	3	-3	1	3	-9	·	-10	2	0
COc1ccc(/C=N\NC(=O)CCc2c(C)n[nH]c2C)c(OC)c1OC	-6	4	-4	-1	-1	-6	-2	2	5
COC(=O)c1cccc(NC(=O)NC2CCCN2S(=O)(=O)c2ccc(Cl)cc2)c1 (centres undefined)	-11	4	0	2	-1	0	-3	-6	0
Cc1nc(-c2ccc(S(=O)(=O)N3CCN(C(c4ccccc4)c4ccccc4)CC3)s2)cs1	-5	1	11	10	24	3	0	24	2
Cc1ccc(/C=N/NC(=O)c2cccc(S(=O)(=O)N3CCOCC3)c2)o1	-20	1	8	-1	18	5	0	0	4
Nc1ccccc1SCc1csc(-c2ccc(Cl)cc2)n1	-1	0	11	6	10	-2	3	8	0
CC(C)c1nccn1CCC(=O)O	-9	-5	1	-2	-2	-27	-3	2	-2
O=C1c2ccccc2C(=O)N1c1ncn[nH]1	-5	4	8	-1	6	-9	-5	1	-1
COc1ccc(OC)c(NC(=O)C2CC(=O)N(c3ccccc3)C2)c1 (centres undefined)	5	7	2	-2	-7	-22	4	4	1
Cc1cc(Nc2cccc(Cl)n2)n(-c2ccccc2)n1	7[fluorescence artefact?]	-15	-2	1	2	0	-11	1	-1
CCCC(=O)Nc1ccccc1NC(=O)c1cc(OC)c(OC)c(OC)c1	4	0	8	2	-22	-2	0	0	0
CCOC(=O)c1nn(-c2ccccc2F)c(C)c1C(C)=O	-6	-2	-1	-2	1	4	-1	3	-1

Next section; it opens with the five that closed the last part.
SMILES	14-3-3 Bad PPI	FXIa inh	FXIIa inh 1536	Runt-CBFb FRET	Hck-Nef inh	hK5 inh	thrombin 1536	Runt-SMMHC FRET	Wee1 stabilizer
O=C1c2ccccc2C(=O)N1c1ncn[nH]1	-5	4	8	-1	6	-9	-5	1	-1
COc1ccc(OC)c(NC(=O)C2CC(=O)N(c3ccccc3)C2)c1 (centres undefined)	5	7	2	-2	-7	-22	4	4	1
Cc1cc(Nc2cccc(Cl)n2)n(-c2ccccc2)n1	7[fluorescence artefact?]	-15	-2	1	2	0	-11	1	-1
CCCC(=O)Nc1ccccc1NC(=O)c1cc(OC)c(OC)c(OC)c1	4	0	8	2	-22	-2	0	0	0
CCOC(=O)c1nn(-c2ccccc2F)c(C)c1C(C)=O	-6	-2	-1	-2	1	4	-1	3	-1
CC1(C)CC(NC(=O)c2ccccc2Cl)CC(C)(C)N1	-1	1	16	-2	4	-2	2	1	1
COc1cc2c3c(c1)C1(C(=O)N3C(C)(C)C=C2C)C(C#N)=C(N)Oc2cc(C)oc(=O)c21 (centres undefined)	-5	0	15	-2	0	-8	0	-2	0
Cc1ccc(C(=O)CNc2nc3c(c(=O)[nH]c(=O)n3C)n2Cc2ccccc2)cc1	-12	-2	12	-6	6	0	2	-2	-3
Cc1ccc(C)c(NC(=O)CN(C)C(=O)c2cc3ccccc3o2)c1	-2	3	5	1	27	-2	3	-4	1
CCc1ccc(NC(=O)CSc2nnc(COc3ccc4c(c3)CCCC4)o2)cc1	9	-2	7	-1	1	-10	-6	-1	-2
COc1cc(/C=C/C(=O)NCC(=O)N2CCC(N(C)CCN3CCOCC3)CC2)ccc1OC(C)C	-1	-3	5	2	-28	5	4	1	1

Records listed above printed as active in Runt-SMMHC FRET:
SMILES	14-3-3 Bad PPI	FXIa inh	FXIIa inh 1536	Runt-CBFb FRET	Hck-Nef inh	hK5 inh	thrombin 1536	Runt-SMMHC FRET	Wee1 stabilizer
CCOCCCNC(=O)c1c(N)n(-c2ccc(S(N)(=O)=O)cc2)c2nc3ccccc3nc12	·	-2	4	35	6	-25	-5	58*	2

Assay outcomes from PubChem.
